# Screens from PubChem BioAssay.
# INS-1E GSIS act: primary screen for activators of insulin secretion dependent on glucose, INS-1E cells, GLuc reporter luminescence | INS-1E GLuc reporter insulin secretion, 2-3 h | 370,000 tested, 0.61% active | activation, % at 16.6 µM;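 active = lowest replicate activation of at least 40%, so every replicate reaches that level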;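 also: 0% = median of neutral control wells and 100% = median of IBMX positive control wells; some compounds called inactive have numbers as strong as hits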
# Cneo AK release: causes C. neoformans cell lysis | adenylate kinase release luminescence, 4 h; normalised: neutral wells 0, clomiphene wells 100 | lysis activity, % at 15 µM | 360,000 tested, 0.2% active | AID 651654;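 active = mean lysis activity across replicates of at least 80%, whatever share of replicates individually reach that level; inactive = mean lysis activity below 80%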
#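 Material: C. neoformans cells | Amount: Yeast cell density of 5 × 10^6 cells/mL | Medium: Fresh YPD growth medium | Dosing: Single dose | Times: Static 4 h at 37 °C with compound, 1 h detection | Detection: AK luminescence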
# miR-122 sensor: blocks miR-122 activity in Huh7 sensor cells. Huh7 miR-122 Renilla luciferase sensor, 48 h; neutral wells = 0, positive control = 100. activation (reporter increase), % at 12.5 µM. 340,000 tested, 0.3% active. AID 602342;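 active = mean replicate activation score at least 90 and every replicate individually at or above 90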;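 also: higher luciferase means less miR-122 activity so hits act as miR-122 inhibitors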
# Statin myotox sup: suppression of simvastatin myotoxicity | AID 602340 | rescue of ATP level, % at 7.49 µM | 330,000 tested, 0.78% active | C2C12 myotubes + simvastatin, ATP luminescence, 48 h; scaled: DMSO 0, geranylgeraniol control 100;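 active = mean ATP rescue above about 67%, or every replicate alone reaching that limit, limit read from the data, passing the limit was not always enough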;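 also: myotubes were challenged with 10 µM simvastatin during compound exposure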
# PglD inh: inhibitors of Campylobacter jejuni PglD acetyltransferase. purified PglD enzyme, DTNB colorimetric CoA detection. inhibition, % at 12.5 µM. 360,000 tested, 0.098% active. AID 602405; in the data active = inhibition above about 16%, passing the limit was not always enough; also: strong numbers were not always called active
# PGC1a acetyl inh: PGC1a acetylation modulation, inhibitor mode; U2OS PGC1a acetylation, AlphaScreen anti-acetyl-lysine; with virally co-expressed GCN5 acetyltransferase; inhibition, % at 15.6 µM; 350,000 tested, 0.17% active;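 active = every replicate shows inhibition of at least 40%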;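 also: 0% = neutral control wells and 100% = positive control wells; some results beyond the cut were filed as inactive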
# FN deposition inh: fibronectin deposition inhibition; AH1F fibroblasts, Alexa488-fibronectin deposition fluorescence, overnight; inhibition, % at 12.6 µM; 350,000 tested, 0.086% active; AID 743247;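 active = mean inhibition across replicates of 30% or more, regardless of how many single replicates reach that level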;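 also: positive control wells lacked labelled fibronectin entirely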
#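 Test system: AH1F fibroblast monolayer depositing Alexa488-labelled fibronectin into matrix. Input: 10000 cells per well. Technique: fluorescence, ex 485 nm, em 525 nm. Buffer or medium: DMEM plus 2% serum, read in PBS. Timing: 1 h cell adhesion before compound, then overnight fibronectin incubation. Compound: single dose, pinned. Read-out basis: inhibition from reduced deposited-fibronectin fluorescence.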
# F508del corr: correctors of CFTR F508del function in bronchial epithelial cells; 350,000 tested, 0.36% active; activity (quench increase), % at 7.58 µM; CFBE cells, YFP halide quenching; stimulated with forskolin plus potentiator P3; % fluorescence drop versus neutral controls;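 active = mean added fluorescence quench of at least 8% versus neutral control, with both replicates also reaching 8%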;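 also: cells transiently co-express mutant CFTR-F508del with the halide-sensitive YFP; corrector assay measuring rescue of mutant channel to the surface after 24 h compound exposure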
# * hit, by the source's call; . = not tested or not shown; & = joins results of further samples; [ ] = remark or other dose. Hits appear at their usual frequency; about 2.1% have a hit in one of these screens.
SMILES,INS-1E GSIS act,Cneo AK release,miR-122 sensor,Statin myotox sup,PglD inh,PGC1a acetyl inh,FN deposition inh,F508del corr
CCCCn1c(N)c(N(CC(C)C)C(=O)CSc2nnc(C)n2-c2ccc(OC)cc2)c(=O)[nH]c1=O,-2,.,-12,-3,.,9,.,5.8
COc1ccc(S(=O)(=O)Nc2ccc3c(c2)CC(=O)N([C@@H](C)CO)C[C@H](C)[C@@H](CN(C)C(=O)Nc2ccc(F)cc2)O3)cc1,-17,2,8[16.7 µM],-22,1,9,.,-1.5
Cc1cc(OCc2cccc(Cl)c2)c(C)cc1CN1CCOCC1,10,-7,12,2,9,-7,-2,-0.7
Cc1ccc(C(=O)NCC(=O)OCC(=O)Nc2ccc3[nH]c(=O)[nH]c3c2)cc1,11,.,.,12,.,.,0,-0.5
COc1cc(OC)cc(N(C(=O)CNC(=O)c2ccco2)C(C(=O)NCC2CCCO2)c2ccccc2)c1 (stereo not drawn),2,-1,-3,7,-1,8,2,-0.8
Cc1cccc(C(=O)NC(=S)Nc2ccc(Cc3ccncc3)cc2)c1,.,2,5,-14,-4,35,-3,.
CCCS(=O)(=O)N1CCCC(C(=O)NCCCN2CCN(c3ccc(F)cc3)CC2)C1 (stereo not drawn),-24,4,.,-1,0,.,.,.
N/C(=N\OC(=O)Cc1ccccc1[N+](=O)[O-])c1cccc(Br)c1,7,.,7,-6,.,3,-5,1.6
C[C@@H]1CCCCO[C@@H](CN(C)C(=O)Nc2ccc(C(F)(F)F)cc2)[C@H](C)CN([C@@H](C)CO)C(=O)c2cc(NC(=O)NC3CCCCC3)ccc2O1,6,54,2[16.7 µM],.,1,-3,-9,0.8
CC(NS(=O)(=O)c1ccc2c(c1)CC(C)N2C(=O)C1CC1)c1ccccc1 (stereo not drawn),7,1,21,33,0,-16,6,0.1
O=C(c1ccccc1)c1sc(N2CCOCC2)nc1-c1ccccc1,37,1,-1,-5,6,0,-4,-2.5
CCOc1ccc(NC(=O)CN(C)C(=O)/C=C/c2ccc(S(=O)(=O)N3CCCCCC3)cc2)cc1OCC,-14,-1,1,-46,1,-2,-6,0.2
Cc1ccc(C(=O)O/N=C(\N)c2ccccc2)c(Cl)c1,-37,-6,.,.,-8,20,2,1.8
Cc1cc2nc(/N=C(\N)NC(=O)N3c4ccccc4Sc4ccccc43)nc(C)c2cc1C,-5&-6,3&4,0,-8,-4&7,-10,-14&-1,-1.1
O=C(c1cccc(F)c1)N1CC(=O)N2[C@H](C1)[C@H](c1ccc(C3=CCCC3)cc1)[C@@H]2CO,4,.,.,.,.,0,8,2.1
C[C@H](CO)N1C[C@H](C)[C@@H](CN(C)S(=O)(=O)c2ccc(F)cc2)Oc2c(NC(=O)c3ccc(-c4nccs4)cc3)cccc2C1=O,30,0,3[16.7 µM],1,-1,-9,.,2.6
O=C(OCc1ccccc1)N1CCC2CC1c1cc(N3CCN(S(=O)(=O)c4cc(Cl)cc(Cl)c4)CC3)ccc12 (stereo not drawn),-3,-1,-1,2,1,2,-1,-0.1
COc1cccc(S(=O)(=O)N[C@H]2CC[C@H](CCn3cc(-c4ccccc4)nn3)O[C@H]2CO)c1,-14,0,.,4,-3,-5,.,-0.5
C[C@H]1CN([C@@H](C)CO)C(=O)c2ccccc2-c2ccccc2CO[C@@H]1CN(C)C(=O)Nc1ccccc1,7,2,.,7,0,4,2,-0.5
CCOC(=O)c1sc(NC(=O)c2ccc(S(=O)(=O)N(C)C)cc2)cc1C,.,0,3,-9,-6,3,13,.
Cc1oc2ccccc2c1CNC(=O)N(C)C,8,.,.,.,.,-1,-2,0.6
O=C(Nc1ccc(S(=O)(=O)N2CCOCC2)cc1)c1ccc([N+](=O)[O-])s1,-7,-3,-3,65,-2,-15,-3,-6.0
CC(C)NC(=O)NCC[C@@H]1CC[C@@H](NC(=O)CCN2CCCCC2)[C@H](CO)O1,5,48,.,-8,-1,6,2,-1.2
CCC(C)[C@H]1COCCS(=O)(=O)N1Cc1ccc(Cl)cc1Cl (stereo partly drawn),.,0,-5,-6,-97,-36,-5,-1.2
C[C@H](CO)N1C[C@H](C)[C@H](CN(C)C(=O)c2ccc(N3CCN(C)CC3)cc2)OCc2cn(nn2)CCCC1=O,4,.,0[16.7 µM],-7,.,-4,5,-0.4
# The results go on.
SMILES,INS-1E GSIS act,Cneo AK release,miR-122 sensor,Statin myotox sup,PglD inh,PGC1a acetyl inh,FN deposition inh,F508del corr
COc1ccc(S(=O)(=O)N2[C@@H]3CNC[C@H]2C3c2ccc(-c3cccc(OC)c3)cc2)cc1 (stereo partly drawn),-12&-5,.,.,.,.,-1&-3,3&5,3.2&-0.4
Cc1cnc(C(=O)OCC(=O)Nc2ccc(Br)c(C)c2)cn1,.,5,-1,0,4,-1,-4,-1.0
CSC1=Nc2sc3c(c2C2=NCCN12)CC(C)(C)OC3,22,0,-10,2,0,15,14,-2.0
CCCN(C)C[C@@H]1Oc2ncc(-c3cccc(OC)c3)cc2C(=O)N([C@H](C)CO)C[C@@H]1C,1,3,-6[16.7 µM],13,-4,-5,3,-3.9
CCCCCCCCN1[C@@H](CC(C)=O)c2cc(C(F)(F)F)ccc2S1(=O)=O,-41,-1,15,1,-4,1,-23,-1.9
C[C@@H]1CN([C@H](C)CO)C(=O)c2cc(NC(=O)Nc3ccccc3)ccc2O[C@@H]1CN(C)C(=O)NC1CCCCC1,-6,3,-2[16.7 µM],-9,2,-10,.,0.1
CC(C)c1nc2sc3c(NCc4ccccc4)ncnc3c2c2c1COC(C)(C)C2,.,2,1,-8,.,1,.,.
OCC[C@H]1C[C@@H](O)[C@H](O)[C@]2(OCCCc3ccccc32)O1,10,-1,26,3,-1,-3,5,1.5
CCn1c(SCC(=O)Nc2ccc(OC)cc2)nc2c(c1=O)SCC2,22,-1,.,4,-3,.,-2,-0.1
CO[C@H]1CN(C)C(=O)c2ccc(NC(=O)C3CC3)cc2OC[C@H](C)N(C)C[C@@H]1C,8,1,.,10,-2,7,-2,-0.2
CCn1c(=O)c2cc(C(=O)N3CCOCC3)sc2c2ccccc21,6,3,-1,0,2,3,3,-1.3
COc1cc(/C=C/CNC[C@H]2O[C@@H](n3cc(C)c(=O)[nH]c3=O)C[C@@H]2O)ccc1O,10,.,1,3,.,-1,8,-4.0
O=C(CNC(=O)c1ccccc1)NCC(=O)OCc1ccc(Cl)cc1,.,7,4,6,-1,6,.,.
C[C@H](CO)N1C[C@H](C)[C@H](CN(C)C(=O)Nc2ccc(F)cc2)Oc2ccc(NC(=O)Cc3cn(C)c4ccccc34)cc2CC1=O,-10,.,1[16.7 µM],52,.,8,.,1.8
CCCCN1C2CCCC1CC(NC(=O)c1ccc(OC)c(OC)c1)C2 (stereo not drawn),.,2,-1,4,0,-3,-6,.
O=C(N[C@H]1C/C=C\C[C@@H](CC(=O)N(CCO)Cc2ccccc2)C(=O)N2CCC[C@@H]2COC1=O)OCC1c2ccccc2-c2ccccc21,.,1,-9,-19,8,-12,.,.
CCN(C(=O)C(C)Sc1ccc(S(=O)(=O)N2CCN(C)CC2)cn1)c1ccccc1 (stereo not drawn),-16,1,2,-11,-2,7,-1,-0.7
Cc1noc(C)c1NC(=O)Nc1ccc2c(c1)C(=O)N([C@@H](C)CO)C[C@H](C)[C@H](CN(C)Cc1ccncc1)O2,27,-2,-7[16.7 µM],-24,-9,0,.,2.4
CCCCOc1ccc(C(=O)OCC(=O)NC2CCCC2)cc1,-10,1,-3,4,-1,1,-5,.
Cn1cnnc1SCc1ccc(C(=O)N=Nc2c(O)n(C)c3ccccc23)cc1,-5,-1,2,.,-9,-1,2,.
CC(Oc1ccccc1F)C(=O)NNC(=O)C1CC(=O)N(c2ccc3c(c2)OCCO3)C1 (stereo not drawn),-5,0,-13,19,1,2,-5,2.4
Cc1cccc(NC(=O)C2CCN(S(=O)(=O)c3cccc4nonc34)CC2)c1,0,1,1,-6,-2,-18,-27,1.7
CCOc1ccccc1C(=O)N1CCN=C1SCc1cccnc1,.,0,-1,1,9,7,10,.
COc1ccc(/C=N/N2C(=O)CSC2=S)cc1,.,-1,1,19,0,21,.,.
CCCCn1c(N)c(-c2nc3ccccc3s2)c2c([N+](=O)[O-])nn(CC)c(=O)c21,-5,2,2,-6,5,-7,1,.

# 2 compounds drawn at random from those above, as already listed:
SMILES,INS-1E GSIS act,Cneo AK release,miR-122 sensor,Statin myotox sup,PglD inh,PGC1a acetyl inh,FN deposition inh,F508del corr
COc1cc(/C=C/CNC[C@H]2O[C@@H](n3cc(C)c(=O)[nH]c3=O)C[C@@H]2O)ccc1O,10,.,1,3,.,-1,8,-4.0
Cn1cnnc1SCc1ccc(C(=O)N=Nc2c(O)n(C)c3ccccc23)cc1,-5,-1,2,.,-9,-1,2,.

# Filtered by structure, those above containing a CF3 group.
SMILES,INS-1E GSIS act,Cneo AK release,miR-122 sensor,Statin myotox sup,PglD inh,PGC1a acetyl inh,FN deposition inh,F508del corr
C[C@@H]1CCCCO[C@@H](CN(C)C(=O)Nc2ccc(C(F)(F)F)cc2)[C@H](C)CN([C@@H](C)CO)C(=O)c2cc(NC(=O)NC3CCCCC3)ccc2O1,6,54,2[16.7 µM],.,1,-3,-9,0.8
CCCCCCCCN1[C@@H](CC(C)=O)c2cc(C(F)(F)F)ccc2S1(=O)=O,-41,-1,15,1,-4,1,-23,-1.9

# (continued)
SMILES,INS-1E GSIS act,Cneo AK release,miR-122 sensor,Statin myotox sup,PglD inh,PGC1a acetyl inh,FN deposition inh,F508del corr
Nc1nc2ccccc2nc1N,.,-5,2,-22,1,11,4,.
COc1ccc(S(=O)(=O)N2CCC(C(=O)NC3CC3)CC2)cc1OC,22,0,-7,.,0,0,5,-11
COc1ccc(NS(=O)(=O)c2ccc(C)c(C(=O)N(C)CC(=O)Nc3cccc(OC)c3)c2)cc1,-53,-7,36,-11,-3,.,10,-2.6
CO[C@H]1CN(C)C(=O)c2ccc(NC(=O)Nc3cccc(F)c3)cc2OC[C@@H](C)N(C(=O)Nc2c(C)noc2C)C[C@H]1C,4,0,.,-5,-2,-5,-9,-2.4
COc1ccc(C#Cc2ccc3c(c2)[C@H]2[C@H](CCN2C(=O)c2cnccn2)[C@H](CO)N3)cc1,-1,-3,-1[16.7 µM],-31,0,3,-13,1.8
COC(=O)C1CSC(C(=O)OC)N1C(=O)Nc1ccc(Cl)c(Cl)c1 (stereo not drawn),9,1,-7,.,6,5,.,.
CC1(C)CC(NC(=O)CCC2CCCC2)CC(C)(C)N1,.,-2,-15,106*,-6,3,0,.
CCCCNC(=O)c1ccc(CS(=O)(=O)Cc2ccccc2F)o1,17,-2,-3,5,3,-4,-2,0.3
Cc1ccc(-c2noc(C3CCCN(C(=O)c4c(F)cccc4F)C3)n2)cc1 (stereo not drawn),.,0,5,-17,-5,.,.,.
Cc1ccc(OCC(=O)NNC(=S)NC(=O)c2ccc(Br)o2)c(C)c1,6,1,-8,.,0,1,.,-1.0
Cc1cc(SCC(=O)c2ccc3c(c2)OCO3)nc2ccccc12,.,0,2,-11,5,-6,-1,.
CC(C)c1nc2ccc(C(=O)O)cc2[nH]1,7,0,.,-39,1,-1,.,0.5
CCc1cccc(C)c1NC(=O)C1=C(C(=O)O)CCCC1,.,1,-4,-9,-1,-2,1,.
C[C@H](CO)N1C[C@H](C)[C@@H](CN(C)CC2CCCCC2)Oc2ccc(NC(=O)C3CCCCC3)cc2CC1=O,0,4,4[16.7 µM],42,1,-7,.,1.0
Cc1cc(C)c2ccc(N)nc2c1O,15,-2,1,24,5,9,.,.
